Bioassay records: PubChem, The Scripps Research Institute Molecular Screening Center
TEAD-YAP inh: TEAD-YAP interaction inhibition, primary screen, TEAD-YAP interaction inhibitor project, luminescence, HEK-TIYL cells; TEAD-Gal4/YAP UAS-luciferase luminescence; inhibition, % at 9.12 µM; 640,000 compounds, 1.4% hits; AID 1259422, 2018; in the data active means inhibition above about 32%;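 further: 0% = median of test compound wells and 100% = reference inhibitor wells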
GPR151 ag: activators of human GPR151, primary screen, cell-based, PathHunter beta-arrestin, luminescence | PathHunter beta-arrestin GPR151 cells | 650,000 compounds, 1% hits | G-protein coupled receptor 151 (Homo sapiens), Q8TDV0 | activation, % at 11.2 µM; in the data active means activation above about 4.9%;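 further: 0% = median of compound wells and 100% = cells with positive control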
MITF primary: MITF inhibitors, primary screen, biochemical, AlphaScreen, human | Microphthalmia-associated transcription factor (Homo sapiens), O75030 | AlphaScreen MITF homodimerization, bead proximity signal | inhibition, % at 2.6 µM | 650,000 compounds, 0.91% hits; in the data active means inhibition above about 50%;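 further: 0% = vehicle wells with protein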
FBW7 activator: FBW7 E3 ligase activators, primary screen, biochemical, AlphaScreen, human; F-box/WD repeat-containing protein 7 (Homo sapiens), Q969H0; AlphaScreen FBW7–phospho-cyclin E peptide binding, activator screen; normalized activity (activation), % at 26.1 µM; 650,000 compounds, 0.13% hits; in the data active means normalized activity above about 1.9%;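 further: purified mutant Fbw7 with reduced substrate affinity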
Target sequence (Q969H0 whole entry, looked up): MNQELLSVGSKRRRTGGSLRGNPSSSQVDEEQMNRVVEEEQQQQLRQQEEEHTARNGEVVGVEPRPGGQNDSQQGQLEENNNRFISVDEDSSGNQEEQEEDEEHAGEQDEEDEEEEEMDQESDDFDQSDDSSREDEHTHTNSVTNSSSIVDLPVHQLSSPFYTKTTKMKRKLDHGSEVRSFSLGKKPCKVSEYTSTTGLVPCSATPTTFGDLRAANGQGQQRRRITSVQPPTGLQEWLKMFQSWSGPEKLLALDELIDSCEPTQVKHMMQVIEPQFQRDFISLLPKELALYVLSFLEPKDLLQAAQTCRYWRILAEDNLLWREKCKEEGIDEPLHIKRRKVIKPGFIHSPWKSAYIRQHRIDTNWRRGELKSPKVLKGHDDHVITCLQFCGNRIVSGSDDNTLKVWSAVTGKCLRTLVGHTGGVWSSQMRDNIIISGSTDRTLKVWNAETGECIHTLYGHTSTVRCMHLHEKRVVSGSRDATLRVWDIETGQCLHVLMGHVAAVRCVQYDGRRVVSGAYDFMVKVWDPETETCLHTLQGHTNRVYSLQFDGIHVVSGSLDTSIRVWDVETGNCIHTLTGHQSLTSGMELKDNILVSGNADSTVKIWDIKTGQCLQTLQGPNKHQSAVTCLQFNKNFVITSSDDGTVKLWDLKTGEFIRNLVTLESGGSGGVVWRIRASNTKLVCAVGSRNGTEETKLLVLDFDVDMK
Starred values were filed as active, the others as inactive; / = no result given; & = joins results of further samples. Hits appear at their usual frequency. About 3.4% of those tested had a hit in this group.

SMILES	TEAD-YAP inh	GPR151 ag	MITF primary	FBW7 activator
CC(C)c1cc(C(C)C)c(S(=O)(=O)NCC2CC3C=CC2C3)c(C(C)C)c1 (stereo unspecified)	-5	-2.0	11	0.2
O=C(CSc1nnc2ccc(-c3ccc(F)cc3)nn12)NCc1ccccc1	41*	-0.8	9	0.0
COc1ccccc1C(=O)Nc1nnc(-c2cccc([N+](=O)[O-])c2)s1	-9	-0.3	-1	0.0
COc1ccc(OCC2CCCN(C(=O)CCC3(Cc4ccco4)CCC(=O)N3)C2)cc1 (stereo unspecified)	10	1.2	8	-0.1
COC(=O)c1ccc2nc(-c3ccc(Br)cc3)cn2c1	-54	0.8	-14	-0.1
CC1(C)CC(=O)c2sc(NC(=O)c3ccc([N+](=O)[O-])s3)nc2C1	30	-3.5	-13	0.1
CC(=O)Nc1cccc(-c2nc3ccccc3c(=O)o2)c1	0	-0.9	-18	0.0
COc1cc(OC)c(NC(=O)N2CCN(c3cc(-n4ccnc4)ncn3)CC2)cc1Cl	-7	-0.4	5	0.0
Cc1cc(NC(=S)N(Cc2ccc(Br)cc2)Cc2ccc(C(=O)O)cc2)ccc1Cl	6	-0.6	6	-0.1
COc1ccc(OC(=O)c2cc(S(=O)(=O)N3CCOCC3)ccc2Cl)cc1	-7	-1.5	4	0.1
C=CCN1CCN(C(=O)CN2N=C(C(C)(C)C)Cn3c(cc4ccccc43)C2=O)CC1	1	-0.5	2	0.1
O=C(/C=C/c1ccccc1)Nc1nnc(SCC(=O)Nc2ccc([N+](=O)[O-])cc2)s1	18	1.1	-5	0.0
CCN(CC)S(=O)(=O)c1ccc(-c2nnc(SCc3ccc(F)cc3)o2)cc1	-1	-0.1	5	0.1
CCOc1ccc(C2C(C(=O)N3CCCCC3)=C(C)NC3=C2C(=O)CCC3)cc1OC (stereo unspecified)	2	0.8	-8	-0.1
O=C(NCCc1nnc2n1CCN(Cc1cccc(Cl)c1)CC2)c1ccoc1	-11	1.2	-3	-0.1
CC(=O)c1ccc(OCC(=O)NCCc2ccccc2)cc1	-12	0.9	-6	0.2
CCN(CC)c1ccc(N2C(=O)/C(=C/c3ccc([N+](=O)[O-])cc3)C=C2c2ccccc2)cc1	2	-0.8	17	0.7
COCCN1C(=O)CC(CC(=O)N2CC3CCC2C3)(c2ccccc2C)C1=O (stereo unspecified)	8	-0.8	17	-0.1
CCOc1ccc(OCC)c(NC(=O)C2CCCN2C(=O)OCc2ccccc2)c1 (stereo unspecified)	13	-1.7	13	0.3
Cc1ccc2c(c1)c(=O)c1ccccc1n2CC(=O)Nc1ccccc1Br	-2	0.0	-3	-0.1
NC(=O)c1cccc(-c2nc(-c3cccc(F)c3)cnc2N)c1	2	-0.8	1	0.0
O=C1NC(=O)C(=Cc2ccc(OCc3cccc([N+](=O)[O-])c3)c(Cl)c2)C(=O)N1	-47	2.3	-16	0.0
COCCOC(=O)C1=C(C)NC2=C(C(=O)CC(C)(C)C2)C1c1cccc(C)c1 (stereo unspecified)	14&5	0.1&-0.8	22&-5	0.0&-0.1
Cc1nonc1NC(=O)CN1CCCC1	2	1.0	10	0.0
CC(NCCCN(C)C)C(=O)Nc1ccc2c(c1)OCO2 (stereo unspecified)	11	0.1	30	-0.2
O=C(Cc1ccccc1)Nc1nnc(-c2ccc3c(c2)OCO3)s1	-6	0.1	-9	0.0
COc1c[nH]n(C2CCCCC2)c(=O)c1=O	10	2.0	20	0.1
CN(C)c1ccc(/C=N\OC(=O)Nc2ccccc2Cl)cc1	10	0.0	9	-0.1
Cc1ccc(C2=NN(C(=O)CCC(=O)O)C(Cc3cc4cccc(C)c4nc3Cl)C2)cc1 (stereo unspecified)	-5	-0.9	-10	1.1
CN(CCO)C(=O)c1c(NC(=O)c2ccccc2)sc2c1CCCC2	8	-0.3	19	0.0
CN(C)C(=O)NC(NC(=O)N(C)C)C(=O)c1ccccc1	11	1.5	3	0.0
COc1ccc(C(=O)NCC(=O)OCc2cccc(F)c2)cc1	7	0.1	4	0.3
COc1cccc(OC)c1C(=O)Nc1ccc(N2CCN(C(=O)C(C)C)CC2)cc1	8	-0.1	6	0.0
N#CC1=C(N)n2c(s/c(=C\c3ccc(O)cc3)c2=O)=C(C#N)C1c1ccc(O)cc1 (stereo unspecified)	3	-2.1	4	-0.1
CCCCCCc1cc2cc(-c3nnc(-c4ccccc4)o3)c(=O)oc2cc1O	10	-0.7	-11	-0.1
COC(=O)c1c(C)[nH]c(C(=O)/C(C#N)=C/c2ccco2)c1C	-7	1.7	-2	-0.1

An excerpt from above in order of count of non-hydrogen atoms, lowest first.
SMILES	TEAD-YAP inh	GPR151 ag	MITF primary	FBW7 activator
CN(C)C(=O)NC(NC(=O)N(C)C)C(=O)c1ccccc1	11	1.5	3	0.0
COc1ccc(C(=O)NCC(=O)OCc2cccc(F)c2)cc1	7	0.1	4	0.3
Cc1ccc(C2=NN(C(=O)CCC(=O)O)C(Cc3cc4cccc(C)c4nc3Cl)C2)cc1 (stereo unspecified)	-5	-0.9	-10	1.1

Other records:
SMILES	TEAD-YAP inh	GPR151 ag	MITF primary	FBW7 activator
Cc1nc(CSc2cc(-c3ccccc3)ncn2)cs1	-51	-1.5	11	0.0
COc1ccc(C2C(C#N)=C(SC)NC(C)=C2C(=O)Nc2ccccc2C)cc1OC (stereo unspecified)	1	-0.6	-10	0.0
O=c1c2c(nc(SCc3ccc(F)cc3)n1CCc1ccccc1)CCS2	0	2.7	4	0.1
COc1ccc(C2=C/C(=C/c3cccnc3)C(=O)O2)cc1OC	1	-0.5	-4	-0.1
CCC1CCCCN1Cc1ccc(C(=O)NCCn2nc(C)cc2C)c(=O)[nH]1 (stereo unspecified)	3	-0.7	14	0.2
O=C1CCN(C(=O)c2cc(C3CC3)[nH]n2)CCN1CCOc1ccccc1	7	0.8	6	0.0
CC1CN(C(=O)CCC(=O)NC(C)C23CC4CC(CC(C4)C2)C3)c2ccccc2O1 (stereo unspecified)	-10	-1.0	8	1.4
CCC1=NN2C(=N)/C(=C/c3cn(CCOc4cccc(C)c4)c4ccccc34)C(=O)N=C2S1	-6	1.5	-10	-0.1
CC(C)(C)c1ccc(/C=C2\N=C(c3ccccc3Cl)OC2=O)cc1	7	1.2	11	0.1
Clc1ccc(-n2ncc3c(NCCCn4ccnc4)ncnc32)cc1	-37	1.4	-1	-0.1
COC(=O)c1ccc(COC(=O)c2ccc(OC)c([N+](=O)[O-])c2)cc1	-30	-1.7	-10	0.0
CCS(=O)(=O)N1CCN(Cc2cc(OC)c(O)c(OC)c2)CC1	9	1.3	37	0.0
CCOc1ccc(Nc2ncnc3c2c(-c2ccccc2)cn3-c2ccc(Cl)cc2)cc1	5	-0.4	-9	-0.2
COC(=O)/C(=C/c1cc(OC)c(OC)cc1[N+](=O)[O-])C(C)=O	13	-0.2	3	0.3
CCCC(=O)Nc1ccccc1NC(=O)COc1cccc(C)c1C	-5	-1.1	5	-0.1
NC(=O)C1CCN(C(=O)c2cccc(C#Cc3ccccc3)c2)CC1	-87	2.5	-21	0.5
CCCCOc1ccc(Cc2c(Cl)nc(SC)nc2OCC)cc1	6	-0.2	5	0.3
O=C(Nc1cccc(-c2ccn[nH]2)c1)C1CCN(C2CCN(Cc3ccco3)CC2)CC1	0	-0.4	9	0.1
COc1ccc(N2CCN(c3ccc(NC(=O)c4ccco4)cc3C#N)CC2)cc1	-3	-0.1	5	0.7
COc1cccc(C2C3=C(CC(C)(C)CC3=O)Nc3ccc4ccccc4c32)c1OC (stereo unspecified)	6	1.2	9	0.1
COc1cccc(COC(=O)c2ccc3ncsc3c2)c1	-19	0.7	0	0.0
N#CCSc1nc2c(sc(=S)n2-c2cccc(C(F)(F)F)c2)c(=O)n1-c1ccccc1	-6	-0.4	7	0.6
Cc1nc2c(c(C)nn2-c2ccccc2)c(C)c1CCC(=O)Nc1ccccc1C(N)=O	9	-0.7	14	0.2
Cc1cc(C)c(NC(=O)c2cc3ccccc3oc2=O)c([N+](=O)[O-])c1	8	0.1	16	-0.2

Among those listed so far, 3 contain bromine.
SMILES	TEAD-YAP inh	GPR151 ag	MITF primary	FBW7 activator
COC(=O)c1ccc2nc(-c3ccc(Br)cc3)cn2c1	-54	0.8	-14	-0.1
Cc1cc(NC(=S)N(Cc2ccc(Br)cc2)Cc2ccc(C(=O)O)cc2)ccc1Cl	6	-0.6	6	-0.1
Cc1ccc2c(c1)c(=O)c1ccccc1n2CC(=O)Nc1ccccc1Br	-2	0.0	-3	-0.1

(list continues)
SMILES	TEAD-YAP inh	GPR151 ag	MITF primary	FBW7 activator
COc1cc(-c2cnc3c(Nc4cccc(N(C)C)c4)nccn23)cc(OC)c1OC	-4	-0.3	-13	-0.2
Cc1csc(NC(=O)CSc2nnc3scc(-c4ccccc4)n23)n1	4	1.3	-17	-0.1
COc1cc(-c2c(C#N)c(N)nc3sc(C(=O)c4ccc(Cl)cc4)c(N)c23)cc(OC)c1OC	-7	0.8	0	0.0
COC(=O)c1c(OCCc2ccccn2)cc(=O)n2c1CCN(C(=O)CCC(C)C)CC2	1	-1.2	10	0.2
COc1ccccc1Cc1nnc(C(=O)NC2CCCCC2)o1	4	0.4	-1	-0.1
COc1ccc(C(NC(=O)C2(c3ccccc3)CC2)c2nccn2C)cc1OC (stereo unspecified)	2	0.2	4	0.5
C#CCSc1nc(-c2cccs2)cc(-c2ccccc2)c1C#N	-9	0.0	16	0.3
COC(=O)C1=C(C(=O)OC)SC(=C2C(=S)C(C)(C)N(C(=O)c3ccc(Br)cc3)c3cc(OC)ccc32)S1	0	-0.9	0	0.2
Cc1ccc2nc(-c3cccc([N+](=O)[O-])c3)[nH]c2c1	-51	-6.7	2	-0.1
Cc1cc2cc(CNC(=O)Cc3ccc(Cl)cc3)ccc2n1C	-1	-1.2	-13	0.1
CCN1C(=O)N[C@@H](c2cccs2)C(C(C)=O)=C1C	/	-0.2	20	0.6
Cc1cc(C)c2nc(NNC(=O)c3ccc(F)cc3)sc2c1	1	-0.4	31	1.0
O=[N+]([O-])c1cc(CN2CCCCC2)c(O)c2ncccc12	4	-1.5	73*	-0.9
O=C1NC(=O)C(CCc2ccccc2)(C2CCN(Cc3ccc4c(c3)OCO4)CC2)N1 (stereo unspecified)	12	0.0	1	0.0
CCOC(=O)C(Cc1ccc(OC)c([N+](=O)[O-])c1)NS(=O)(=O)c1ccccc1 (stereo unspecified)	-6	-0.3	-5	0.1
Cc1ccc(OCC(=O)Nc2ccc(C)cc2Br)cc1	-57	0.1	-8	0.2
O=[N+]([O-])c1ccc(-c2nc(C=Nc3ccc(O)cc3)c(O)o2)cc1	5	1.0	6	0.1
COC(=O)c1cc(-c2ccco2)nn1-c1cccc([N+](=O)[O-])c1	6	0.9	13	0.2
COc1ccc(NC(=S)NC2CCCCC2)cc1	-15	-2.2	20	0.3
CCOC(=O)C1CCCN(C(=O)c2ccc(Cn3c(=S)[nH]c4ccc(Br)cc4c3=O)cc2)C1 (stereo unspecified)	16	-0.6	-10	0.1
Cc1cc(C)nc(N2CCC(c3c[nH]c4ccccc34)CC2)n1	4	0.3	-3	0.0
CS(=O)(=O)N(CC(=O)NCC1CCCO1)c1cccc([N+](=O)[O-])c1 (stereo unspecified)	4	4.3	15	0.6
CC(CC(=O)Nc1ccc(Cl)cc1F)S(=O)(=O)c1ccc2c(c1)OCC(=O)N2 (stereo unspecified)	10	-1.4	-5	0.0
CC1=NC(=S)C(C#N)C(C)=C1Cc1ccccc1 (stereo unspecified)	7	1.3	-10	0.0
CC1=C(C)CC2C(=O)N(c3cccc(C(=O)O)c3)C(=O)C2C1 (stereo unspecified)	5	1.1	13	0.1
CCOC(=O)N1CCC(NC(=O)c2ccc(CNS(=O)(=O)c3ccc(Br)cc3)cc2)CC1	-9	0.1	10	-0.1
COc1ccc(Cl)cc1NC(=O)c1cccc(OC(C)C)c1	-17	-0.7	7	1.4
Fc1ccc(-c2cnc3c(N4CCOCC4)nccn23)cc1	-45	-1.1	12	-0.2
CCC(CC)C(=O)N1CCc2cc(OC)c(OC)cc2C1COc1ccc(F)cc1 (stereo unspecified)	0	0.5	21	0.0
COc1ncc(-c2cncc(-c3ccc(CO)cc3)n2)c(OC)n1	7	-0.4	1	-0.3
COc1ccccc1NC(=O)C1C(=O)NC2(C)CC1c1ccccc1O2 (stereo unspecified)	0	-0.4	3	-0.1
CCCOc1ccc(/C(O)=C2\C(=O)C(=O)N(c3nc(C)c(C(=O)OCC)s3)C2c2ccc(F)cc2)cc1C (stereo unspecified)	2	-0.4	-9	0.1
Cc1ccccc1Cn1c(C(=O)O)c(CNCCCN2CC(C)CC(C)C2)c2ccccc21 (stereo unspecified)	-5	0.6	-32	-0.3
CC(C)(C)CN1CCNC(=O)C1CC(=O)NCc1cccc(OC(F)(F)F)c1 (stereo unspecified)	9	0.6	8	0.3
COCCCNc1nc(Cc2ccccc2)nc2sc3c(c12)CCCC3	6	0.7	-4	0.0
